# S-ASM inh: inhibitors of human secretory acid sphingomyelinase. P17405. placental ASM, HMU-PC fluorogenic substrate, 60 min. Potency, µM (titrated, usually from 57.5 µM), inactives show at the top dose activity change, negative = inhibition, usual class: inhibitors. 340,000 compounds, 0.006% hits. AID 504937; note: potency is the fitted concentration of half-maximal effect
# Target sequence (P17405 47-631 limits assumed): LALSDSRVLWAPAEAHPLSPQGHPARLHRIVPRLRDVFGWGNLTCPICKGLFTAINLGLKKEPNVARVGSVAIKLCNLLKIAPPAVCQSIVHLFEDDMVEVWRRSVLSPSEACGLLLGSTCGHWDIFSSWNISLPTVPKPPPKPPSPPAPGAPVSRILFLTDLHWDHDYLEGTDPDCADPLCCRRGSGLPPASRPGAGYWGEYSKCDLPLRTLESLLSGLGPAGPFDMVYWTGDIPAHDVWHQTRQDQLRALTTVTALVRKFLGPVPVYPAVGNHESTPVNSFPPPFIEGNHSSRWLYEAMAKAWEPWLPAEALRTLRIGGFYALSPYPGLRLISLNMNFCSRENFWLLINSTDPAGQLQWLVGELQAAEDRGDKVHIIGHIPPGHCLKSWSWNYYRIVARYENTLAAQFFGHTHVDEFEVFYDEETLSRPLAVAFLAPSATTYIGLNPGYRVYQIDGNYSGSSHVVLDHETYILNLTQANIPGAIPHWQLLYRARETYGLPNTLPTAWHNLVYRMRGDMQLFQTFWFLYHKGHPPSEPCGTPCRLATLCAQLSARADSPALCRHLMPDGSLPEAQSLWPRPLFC
#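 Steps: dispense placental human ASM, pin compound, wait 10 min at room temperature, add HMU-PC0 substrate at 9 uM final, incubate 60 min at 37 °C, add stop solution raising pH to 10, read fluorescence.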
# Integrin act MD: activates integrin-mediated alleviation for muscular dystrophy; alpha7betagal myoblasts, beta-gal FDG fluorescence, 48 h; 350,000 compounds, 0.064% hits; AID 624291; Potency, µM (series often up to 38.3 µM), without a hit: at the highest dose activation, usual class: activators;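 note: potency is the fitted concentration of half-maximal effect; 100% = response of the positive control SU9516; nearly all actives have a fitted effect of over 60% in size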
#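 alpha7betagal+/- myoblasts (passage 13, 250/well) treated 48 h at 37C with compounds at 1:260 dilution of DMSO stock. Lysed, then beta-galactosidase activity read as FDG fluorescence (ex 480/em 540) after 30 min, with pre-read for autofluorescence.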
# CXXC DNA block: inhibitors of human MLL CXXC domain-DNA interaction; Q03164; MLL-CXXC / FITC-HOXA9 DNA fluorescence polarization; Potency, µM (doses to about 115 µM), for the others: top-dose activity change, negative = inhibition, actives largely listed as inhibitors; 290,000 compounds, 0.037% hits; AID 2662; active = well fitted inhibition curve with a large enough effect in the polarisation, with a control signal flat, not every such curve was filed as active; inconclusive = small, poorly fitted or top-dose-only effect, or effect the other way, or a change in a side signal; inactive = no such curve, though single readings can be large or run the other way; the % refers to the polarisation; note: potency is the fitted concentration of half-maximal effect
#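 Fluorescence polarization: 7 uM MLL-CXXC (stock) preincubated 5 min with compounds, then 50 nM fluorescein-HOX-A9 DNA (stock) added; 30 min ambient. Buffer 50 mM Tris-HCl pH 7.5, 50 mM NaCl, 1 mM DTT, 0.05% BSA.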
# MBNL1-CUG inh: MBNL1-poly(CUG) RNA binding inhibition; Potency, µM (highest dose often 57.5 µM), for the others: at the top dose activity change, negative = inhibition, most hits filed as inhibitors; TR-FRET MBNL1-His/biotin-(CUG)12 binding, 665/545 ratio; Q9NR56; 280,000 compounds, 0.036% hits; active = well fitted inhibition curve with a large enough effect in the signal ratio, with a control signal flat, not every such curve was filed as active; inconclusive = small, poorly fitted or top-dose-only effect, or effect the other way, or a change in a side signal; inactive = no such curve, though single readings can be large or run the other way; the % refers to the signal ratio; note: potency is the fitted concentration of half-maximal effect; % is set by controls: 0 for no effect and ±100 for the full control effect
# Target sequence (Q9NR56 whole entry, looked up): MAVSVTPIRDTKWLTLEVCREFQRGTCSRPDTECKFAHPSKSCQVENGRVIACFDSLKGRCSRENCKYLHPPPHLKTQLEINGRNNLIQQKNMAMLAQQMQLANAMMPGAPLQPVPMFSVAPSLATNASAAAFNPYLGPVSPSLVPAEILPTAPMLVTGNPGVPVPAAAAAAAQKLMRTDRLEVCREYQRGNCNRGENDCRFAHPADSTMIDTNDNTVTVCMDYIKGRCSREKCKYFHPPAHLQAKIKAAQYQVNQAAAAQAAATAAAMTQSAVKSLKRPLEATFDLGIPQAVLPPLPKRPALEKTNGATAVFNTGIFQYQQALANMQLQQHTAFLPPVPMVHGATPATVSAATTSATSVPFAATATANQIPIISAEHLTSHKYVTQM
#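 His-tagged MBNL1 binding to biotinylated (CUG)12 RNA was measured by TR-FRET using terbium anti-His antibody (0.055 ng/ul final) and streptavidin-XL665 (5 nM final). Compounds were titrated 92 nM to 58 uM; 60 min at room temperature.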
# GALK inh: blocks human galactokinase activity; Purified GALK, Kinase-Glo residual ATP luminescence; Potency, µM (top dose mostly 57.5 µM), inactives show at the highest dose activity change, negative = inhibition, actives largely listed as inhibitors; 270,000 compounds, 0.007% hits; AID 1868; note: potency is the fitted concentration of half-maximal effect; % is set by controls: 0 for no effect and ±100 for the full control effect
#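 Compounds were pin-transferred into ATP buffer (35 uM final), then GALK plus galactose (5 nM, 100 uM final) was added. After 1 h at room temperature, Kinase-Glo Plus was added and luminescence read after 10 min.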
# KCNH2 3.1 inh: KCNH2 3.1 (human) potassium channel inhibition | activity change, % (tested at about 1.8 µM) | U2OS KCNH2 3.1, thallium flux FluxOr; stronger effect = lower value | 340,000 compounds, 0.95% hits;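 active = maximum activity change below -70%; inconclusive = maximum activity change from -70% to -50%; inactive = maximum activity change above -50%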;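 note: thallium influx rate constant from kinetic fluorescence after stimulation buffer; % is set by controls: 0 for no effect and ±100 for the full control effect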
#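 Thallium flux via FluxOr fluorescence (Red40 quencher, 45 min loading) in U2OS cells virally expressing the KCNH2 3.1 isoform (1.77 x 10^8 /mL virus, overnight at 37 C). Rate constants from 2-min kinetic reads post-stimulation, normalised to positive and negative controls.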
# AT treatment: potential ataxia-telangiectasia treatments restoring KAP-1 phosphorylation. […] A-T fibroblasts, KAP-1 phosphorylation AlphaLISA; neocarzinostatin DNA damage 30 min before lysis. 320,000 compounds, 0.19% hits. Potency, µM (series often up to 57.5 µM), for inactives: at the highest dose activation, actives largely listed as activators; note: potency is the fitted concentration of half-maximal effect; % of control where 0% means no effect; nearly all actives have a fitted effect of over 45% in size
#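 ATM-like activity read as KAP-1 phosphorylation via AlphaLISA donor/acceptor antibody pairs after lysis and 6 hr at 25C. Cells were ATM-null patient fibroblasts ([…], hTERT), dosed 60 min, then exposed to the DSB inducer NCS for 30 min.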
# Coupling enz: coupling enzyme interference in Giardia aldolase counter-screen | coupling enzyme system counterscreen, AmpLite Red fluorescence | 290,000 compounds, 0.67% hits | activity change, negative = inhibition, % at 58.2 µM, hits read low; in the data active = activity change below about -30%; note: % is set by controls: 0 for no effect and ±100 for the full control effect
#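 Activity here indicates interference with the coupling reaction, not aldolase inhibition. Compounds at 57.5 uM final met coupling enzymes for 10 min at RT; substrate and AmpLite Red detection followed, with a 525/598 nm fluorescence read after 20 min.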
# KCNH2 WT inh: blocks the wildtype human KCNH2 potassium channel | 340,000 compounds, 0.37% hits | U2OS, BacMam KCNH2, thallium flux FluxOr; stronger effect = lower value | activity change, % at 1.84 µM | Q12809;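 active = maximum activity change below -70%; inconclusive = maximum activity change between -70% and -50%; inactive = maximum activity change above -50%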; note: % is set by controls: 0 for no effect and ±100 for the full control effect
#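 U2OS cells were transduced with wild-type KCNH2 virus (2.03 x 10^8 / mL) for 4 h at room temperature, then cultured overnight at 37 C. Thallium flux was read with FluxOr dye. Rate constants were normalized to DMSO controls.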
# TRPV1 agonist: human TRPV1 agonism. 320,000 compounds, 0.19% hits. AID 540275. TRPV1-expressing cells, Fluo-8 calcium influx, agonist mode. activation, % at 8.33 µM. Q8NER1; in the data active = activation above about 80%; inconclusive = between about 30% and that limit; note: 0% is about no effect
#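 Fluo-8 calcium influx in TRPV1-expressing cells, kinetic read (ex 480/em 520 nm). Compound added and read 3 min for agonist activity, followed by capsaicin at EC20 final and 2 min further read for enhancement.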
# Numbers without * were called inactive; i = inactive; ? = inconclusive; . = no result given; [ ] = remark or other dose. Unless noted, calls come from the whole dose curve; as a rule, active = well fitted curve in the direction sought with a large enough effect; inconclusive = small, poorly fitted or top-dose-only effect, or another doubt; inactive = no such curve, though single readings can be large; an effect the other way counts as inactive or inconclusive.
no.	Molecule	S-ASM inh	Integrin act MD	CXXC DNA block	MBNL1-CUG inh	GALK inh	KCNH2 3.1 inh	AT treatment	Coupling enz	KCNH2 WT inh	TRPV1 agonist
1	C=CCN(CC=C)C(=O)C1CCC(C(=O)N(CC=C)CC=C)CC1 (stereo not given)	-1%	-7%	-8%	-4%	1%	7	23%	-3	0	-3
2	CC1(c2ccc3c(c2)OCO3)NC(=O)N(CC(=O)NCCC2=CCCCC2)C1=O (stereo not given)	-2%	0%	2%	-7%	2%	15	5%	3	-14	?
3	O=C(Nc1ccc(Cl)cc1C(=O)Nc1ccncc1)c1ccco1	4%	-6%[7.66 µM]	-14%	-1%	-3%	-8	16%	-1	-12	17
4	CN(CC(O)COCc1ccc2c(c1)OCO2)C1CCCCC1 (stereo not given)	1%	8%	-4%	-6%	-1%	11	-7%	1	1	-2
5	CC(C)N(Cc1nccn1C)C(=O)c1ccc2oc(CCCc3ccccc3)nc2c1	1%	-6%	2%	0%	-4%	-5	-5%	.	2	1
6	Cc1c(Cl)cccc1NC(=O)C(=O)NNS(=O)(=O)c1ccc(F)cc1	-1%	24%	-3%	-6%	4%	19	2%	6	-8	-5
7	CCOC(=O)C(C)Sc1nnc(NC(=O)c2ccc(C)c([N+](=O)[O-])c2)s1 (stereo not given)	-10%	-2%	-4%	-10%	-4%	-9	-4%	-13	1	0
8	N#CC1(c2ccccc2)CCCN1C(=O)c1ccc(Br)cc1 (stereo not given)	1%	17%	23%	-1%	1%	-14	0%	1	-1	-5
9	C/C(=N\NC(=O)CC1N=C(Cc2ccccc2)NNC1=O)c1ccccc1 (stereo not given)	0%	-22%	-7%	-10%	0%	1	11%	2	-6	-4
10	CC(=O)Nc1ccc(N=Nc2ccccc2)cc1[N+](=O)[O-]	18%	3%	.	.	.	11	.	.	0	.
11	CCCn1[nH]cc(SC)c(=O)c1=O	-11%	9%	2%	7%	0%	-5	7%	-4	4	1
12	COc1ccc(N2CCN(C3CCCN(Cc4ccc(F)cc4Cl)C3)CC2)cc1 (stereo not given)	-5%	7%	-9%	5%	-2%	-15	-3%	1	31	0
13	COc1ccccc1C(CC(=O)c1ccccc1)CC(=O)c1ccccc1	-4%	17%	-2%	.	1%	-10	6%	2	-4	13
14	Cc1ncc([N+](=O)[O-])n1CC(=O)NCc1ccccc1	-1%	0%	-1%	14%	-2%	3	-2%	2	24	4
15	COC(=O)c1ccc(/C=N/NS(=O)(=O)c2cc(C)ccc2C)cc1	-2%	10%	-1%	9%	.	-8	6%	-1	3	3

# Ordered by count of non-hydrogen atoms (largest number first): 5 of the compounds above.
no.	Molecule	S-ASM inh	Integrin act MD	CXXC DNA block	MBNL1-CUG inh	GALK inh	KCNH2 3.1 inh	AT treatment	Coupling enz	KCNH2 WT inh	TRPV1 agonist
7	CCOC(=O)C(C)Sc1nnc(NC(=O)c2ccc(C)c([N+](=O)[O-])c2)s1 (stereo not given)	-10%	-2%	-4%	-10%	-4%	-9	-4%	-13	1	0
1	C=CCN(CC=C)C(=O)C1CCC(C(=O)N(CC=C)CC=C)CC1 (stereo not given)	-1%	-7%	-8%	-4%	1%	7	23%	-3	0	-3
4	CN(CC(O)COCc1ccc2c(c1)OCO2)C1CCCCC1 (stereo not given)	1%	8%	-4%	-6%	-1%	11	-7%	1	1	-2
10	CC(=O)Nc1ccc(N=Nc2ccccc2)cc1[N+](=O)[O-]	18%	3%	.	.	.	11	.	.	0	.
11	CCCn1[nH]cc(SC)c(=O)c1=O	-11%	9%	2%	7%	0%	-5	7%	-4	4	1

# Continued.
no.	Molecule	S-ASM inh	Integrin act MD	CXXC DNA block	MBNL1-CUG inh	GALK inh	KCNH2 3.1 inh	AT treatment	Coupling enz	KCNH2 WT inh	TRPV1 agonist
16	CCOc1ccc(C2=Nn3c(nnc3-c3ccco3)SC2)cc1	-6%	-16%	3%	4%	2%	-31	-9%	1	7	13
17	CCOC(=O)N1CCC(N2Cc3cccc(C(=O)Nc4ccc(OC)c(OC)c4)c3C2=O)CC1	-1%	-23%	24%	-1%	1%	2	-3%	6	-5	.
18	CC(=O)c1cccc(NC(=O)CO/N=C2/CCCc3nonc32)c1	-1%	-20%	5%	.	-2%	2	-2%	0	5	0
19	O=C(Nc1ccccc1Cl)C1CCN(Cc2cnn(-c3ccccc3)c2-n2cccc2)CC1	3%	-29%	17%	7%	1%	-15	-1%	3	36	-1
20	CCn1c2ccccc2c2cc(/C=N/NC(=O)c3cc(O)cc(O)c3)ccc21	12%	9%	12%	4%	0%	-11	-2%	-18	-1	-6
21	COC(=O)CSc1nnc(NC(=O)/C=C\c2ccc3c(c2)OCO3)s1	4%	24%	-4%	.	0%	-1	2%	6	4	-2
22	CN(C)/C=C1\Cc2ccccc2C1=O	39%[activator]	-37%	2%	16%	.	-1	5%	-3	1	-2
23	COc1ccc(N/C(=C(/C(Cl)=C(Cl)Cl)[N+](=O)[O-])n2nnc3ccccc32)cc1OC	.	.	-12%	?	0%	.	.	-29	.	-10
24	Clc1ccc(Nc2ncn[nH]2)c(Cl)c1	-2%	-2%	10%	-1%	-1%	17	1%	0	4	1
25	CC(C)Nc1nc(NC(C)C)nc(C(=O)OCCO)n1	-6%	25%	-6%	-14%	2%	1	5%	1	2	-2
26	CCCn1nnnc1NCc1cccc(OC)c1	0%	-25%	-8%	-4%	9%	-15	12%	-2	12	-1
27	CC(OC(=O)Cc1coc2cc3c(cc12)CCC3)C(=O)NC(N)=O (stereo not given)	0%	-3%	10%	-10%	4%	2	-4%	-5	5	21
28	Cc1ccc(C)c(S(=O)(=O)N2CCN(C(=O)c3n[nH]c(=O)c4ccccc34)CC2)c1	-1%	-23%	.	.	.	-4	7%	.	-18	-4
29	Cc1ccc(-c2nn3c(C)nnc3s2)cc1NC(=O)c1cccs1	0%	2%	6%	-9%	-2%	-18	0%	1	2	-4
30	Cc1cc(N)n(-c2ccc(S(=O)(=O)N3CCOCC3)cc2[N+](=O)[O-])n1	2%	2%	1%	.	-1%	-6	-16%	4	-6	.
31	CN(CC(=O)NCC(=O)Nc1ccc(F)cc1)C1CCS(=O)(=O)C1 (stereo not given)	1%	-3%	.	.	.	-8	9%	.	4	1
32	Cc1ccc(C(C)C)c(OCCn2ccnc2C)c1	-3%	-17%	-12%	-1%	-1%	-17	9%	0	34	2
33	O=C(Nc1ccccn1)c1ccc(C(=O)c2ccccc2)cc1	-2%	-9%	.	.	.	-23	-1%	.	-1	?
34	CCOC(=O)C(=O)C1=C(N2CCOCC2)/C(=C\c2ccc(F)cc2)CC1	-5%	-4%	-2%	12%	1%	-3	-9%	0	i	15
35	CCC12CC3CC(C1)CC(C(=O)Nc1nn[nH]n1)(C3)C2	5%	53%	-7%	-4%	2%	-28	-1%	1	18	-1
36	COc1ccc(-c2c(-c3cc(OC)cc(OC)c3)n(C)c3ccc(-c4ccc(OC)c(F)c4)cc23)cc1	15%	6%	.	.	.	14	5%	.	18	.
37	CN1CCN(c2nc3c(c(=O)[nH]c(=O)n3C)n2Cc2ccc(Cl)cc2)CC1	0%	0%	2%	-10%	0%	-4	-1%	4	-1	2
38	CC(C)N(CCNC(=O)c1ccc(CS(=O)(=O)c2c(Cl)cccc2Cl)o1)Cc1ccccc1	-2%	-33%	2%	4%	0%	-11	5%	-2	21	5
39	O=C(CN1CCN(S(=O)(=O)c2ccccc2)CC1)NCc1ccccc1	1%	-13%	5%	-12%	-8%	13	5%	1	?	-4
40	O=C(c1ccc(Cl)cc1)C1CCN(CC(=O)N2CCCCC2)CC1	37%	-37%	3%	0%	0%	3	-17%	0	8	-2
41	O=S(=O)(Nc1cccc(-c2ccc3nncn3n2)c1)c1cc(F)ccc1F	.	0%	.	.	.	-6	-1%	.	-3	2
42	COc1ccccc1NCCC(=O)O	4%	-12%	2%	-8%	6%	4	-1%	1	6	1
43	Cc1nn(-c2ccccc2)c(C)c1NC(=O)COC(=O)c1cccc(OC(F)F)c1	-1%	-6%	.	.	.	17	-1%	.	7	-6
44	O=C(COC(=O)c1cc(S(=O)(=O)N2CCCC2)ccc1O)NCCc1ccccc1	8%	?	.	.	.	-32	5%	.	-2	0
45	Cc1ccc(-c2nnc(NCc3nc4ccccc4[nH]3)c3ccccc23)cc1S(=O)(=O)N1CCOCC1	-2%	27%	22%	40%[activator]	0%	-34	0%	1	-5	2
46	O=C1C2C3C=CC(C3)C2C(=O)N1CCCCCCN1C(=O)C2C3C=CC(C3)C2C1=O (stereo not given)	0%	0%	6%	-7%	0%	18	36%	-11	0	19
47	COc1ccc(N2CCN(C(=O)CSc3nnc(-c4cccnc4)n3-c3ccccc3)CC2)cc1	4%	-25%	-4%	-18%	2%	-9	.	5	-6	-10

# This is a random part of the collection. Share with any hit: about 2%.
